Bim-Mcl-1 = inhibitors of Bim peptide binding to Mcl-1, primary screen, biochemical, bead-based flow cytometry, multiplex; Induced myeloid leukemia cell differentiation protein Mcl-1 (Homo sapiens), Q07820; Bim peptide-Mcl-1 binding; inhibition, % at 10 µM; hit rate 0.1% among 190,000; AID 1009, 2008;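 note: 0% = no compound tracer wells and 100% = peptide blocker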
Target sequence (Q07820 whole entry, looked up): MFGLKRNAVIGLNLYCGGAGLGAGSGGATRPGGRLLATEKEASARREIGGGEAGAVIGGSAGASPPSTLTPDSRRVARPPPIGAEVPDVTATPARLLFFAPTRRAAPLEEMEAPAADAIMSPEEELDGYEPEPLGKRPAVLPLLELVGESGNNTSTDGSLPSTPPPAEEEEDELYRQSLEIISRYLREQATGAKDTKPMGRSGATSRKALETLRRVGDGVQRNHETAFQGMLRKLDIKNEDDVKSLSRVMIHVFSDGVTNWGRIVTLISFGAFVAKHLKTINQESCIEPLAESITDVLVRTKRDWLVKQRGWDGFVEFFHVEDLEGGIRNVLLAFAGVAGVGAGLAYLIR
RGS8-Gao reg = RGS8-Galphao binding modulators, primary screen, biochemical, multiplexed bead flow cytometry | Guanine nucleotide-binding protein G(o) subunit alpha (Homo sapiens), P09471 | actives lie on both sides | response (percent of control binding), % at 10 µM | hit rate 0.34% among 220,000 | AID 1423, 2008; in the data active = response below about 60% or above about 140%; inactive = in between;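 note: Galphao activated as the GDP aluminium fluoride complex binding bead-coupled RGS8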
Bim-Bcl-2 = inhibitors of Bim-Bcl-2 binding, primary screen, biochemical, multiplexed, human Bcl-2 family; Apoptosis regulator Bcl-2 (Homo sapiens), P10415; Bead-based flow cytometry, Bim peptide-Bcl-2 binding; inhibition, % at 10 µM; hit rate 0.06% among 190,000; in the data active = inhibition above about 40%; inconclusive = no clear call, values can overlap the other calls;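 note: 0% = no compound wells with probe peptide and 100% = reference peptide inhibitor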
Target sequence (P10415 whole entry, looked up): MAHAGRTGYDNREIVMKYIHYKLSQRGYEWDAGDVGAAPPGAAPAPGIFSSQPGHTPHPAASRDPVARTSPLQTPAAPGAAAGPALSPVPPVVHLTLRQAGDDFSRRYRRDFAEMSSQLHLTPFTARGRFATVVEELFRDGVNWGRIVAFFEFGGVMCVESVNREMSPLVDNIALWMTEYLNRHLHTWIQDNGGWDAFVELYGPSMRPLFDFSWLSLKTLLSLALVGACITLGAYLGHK
GSH fluor = compound fluorescence on glutathione beads, profiling panel, artefact control, biophysical, 488/530 nm, flow cytometry; GSH beads flow cytometry, compound fluorescence 488/530 nm; active compounds read high; fluorescence (KMESF) at 10 µM; hit rate 0.25% among 190,000; in the data active = fluorescence above about 89;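 note: glutathione beads carrying GST-tagged Bcl family fusion proteins plus one bare bead set; values are compound well signal with DMSO vehicle wells as background; inactives centre near 16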
Bfl-1 Bim block = inhibitors of Bim binding to Bfl-1, primary screen, biochemical, multiplexed, bead-based flow cytometry; Bim-Bfl-1 binding inhibition; inhibition, % at 10 µM; hit rate 0.12% among 190,000;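 note: 0% = wells without compound plus tracer and 100% = blocker peptide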
RGS4-Gao reg = modulators of RGS4 binding to Galphao, primary screen, biochemical, multiplexed bead flow cytometry | binding response (% of control), % at 10 µM | actives lie on both sides | hit rate 0.33% among 220,000 | AID 1415, 2008; in the data active = binding response below about 49% or above about 150%; inactive = in between;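 note: fluorescent Galphao activated with aluminum fluoride binding bead-coupled RGS4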
Bim-Bcl-B = inhibitors of Bim-Bcl-B binding, primary screen, biochemical, multiplexed, human Bcl-2 family. Bcl-2-like protein 10 (Homo sapiens), Q9HD36. bead-based flow cytometry, Bim peptide-Bcl-B binding. inhibition, % at 10 µM. hit rate 0.073% among 190,000. AID 951, 2007;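 note: 0% = tracer peptide without compound and 100% = reference inhibitor peptide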
Bim-Bcl-XL = inhibitors of Bim-Bcl-XL binding, primary screen, biochemical, multiplexed, bead flow cytometry, human Bcl-XL. Bcl-2-like protein 1 (Homo sapiens), Q07817. Bim peptide-Bcl-XL binding, fluorescence. inhibition, % at 10 µM. hit rate 0.04% among 190,000
Target sequence (Q07817 whole entry, looked up): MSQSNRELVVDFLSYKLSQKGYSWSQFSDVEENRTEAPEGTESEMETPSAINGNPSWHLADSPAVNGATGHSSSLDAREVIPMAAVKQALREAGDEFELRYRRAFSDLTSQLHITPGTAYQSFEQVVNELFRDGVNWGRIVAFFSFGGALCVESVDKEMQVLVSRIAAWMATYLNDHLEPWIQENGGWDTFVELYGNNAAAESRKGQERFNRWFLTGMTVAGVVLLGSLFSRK
Mcl1-Bid inh = Mcl-1/Bid binding inhibitors, primary screen, biochemical, TR-FRET, 1536-well; Induced myeloid leukemia cell differentiation protein Mcl-1 (Homo sapiens), Q07820; TR-FRET Mcl-1/Bid-Dy647 peptide binding; inhibition, % at 21.7 µM; hit rate 0.97% among 220,000;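 active = compounds that cut the binding signal by more than half at the single screening dose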;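 note: His-tagged Mcl-1 with europium anti-His antibody binding Bid BH3 peptide; 0% = Mcl-1 plus peptide wells and 100% = peptide-only wells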
Bim-Bcl-W = inhibitors of Bim binding to Bcl-W, primary screen, biochemical, multiplexed, bead-based flow cytometry. Bcl-2-like protein 2 (Homo sapiens), Q92843. Bim peptide-Bcl-W binding. inhibition, % at 10 µM. hit rate 0.02% among 190,000. AID 952, 2007;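 note: 0% = bound tracer without compound and 100% = peptide blocker; higher means less fluorescent Bim peptide bound to Bcl-W beads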
RGS7-Gao = RGS7-Galphao binding modulators, primary screen, biochemical, multiplexed bead flow cytometry; hit rate 0.35% among 220,000; actives lie on both sides; Guanine nucleotide-binding protein G(o) subunit alpha (Homo sapiens), P09471; binding response (% of control), % at 10 µM; in the data active = binding response below about 49% or above about 150%; inconclusive = no clear call, values can overlap the other calls; inactive = in between;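 note: fluorescent Galphao held in activated GDP-AlF4 state binding bead-coupled RGS7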
Starred values were filed as active, the others as inactive; ? = inconclusive; · = no result given. Cut-off read from the data, not from the text of the source, unless noted: active = inhibition above about 40%.

SMILES	Bim-Bcl-2	RGS4-Gao reg	Bfl-1 Bim block	RGS7-Gao	RGS8-Gao reg	Mcl1-Bid inh	GSH fluor	Bim-Bcl-XL	Bim-Mcl-1	Bim-Bcl-W	Bim-Bcl-B
CC(=O)c1cn(C)c(=O)[nH]c1=O	-2.0	95.5	-7.0	?	98.7	-8.8	14	0.0	0.0	3.0	-5.0
CCCCCn1c(=O)c(-c2nc3ccccc3[nH]2)c(O)c2ccccc21	0.0	103.0	-2.0	102.3	102.5	0.4	29	0.0	0.0	-2.0	-2.0
Cc1ccc(NC(=O)C(C)N2C(=O)C3CC=C(Cl)CC3C2=O)cc1 (stereo not drawn)	-4.0	105.5	-1.0	102.8	105.3	-17.6	19	-3.0	-5.0	-1.0	-3.0
O=C(O)c1ccc(CSc2n[nH]c(-c3ccco3)n2)cc1	-2.0	101.0	0.0	100.8	100.0	-10.0	20	0.0	0.0	-1.0	-2.0
Cc1cc(C(=O)CCl)c(C)n1-c1ccon1	0.0	105.7	-3.0	101.6	100.4	-19.7	15	1.0	0.0	1.0	-4.0
O=C1CCCc2[nH]c(-c3ccccc3)nc21	2.0	100.2	-5.0	103.4	102.7	-27.3	10	1.0	16.0	10.0	-1.0
COc1ccc(C(c2nnnn2C2CCCCC2)N2CCN(c3ccccc3F)CC2)cc1 (stereo not drawn)	-9.0	102.0	-20.0	103.0	100.7	9.6	36	-15.0	-9.0	-6.0	-9.0
CCN1C(=O)N/C(=C/c2ccc(Sc3ccc(C)cc3)o2)C1=O	1.0	104.8	0.0	105.6	100.7	-5.4	20	-1.0	0.0	-1.0	1.0
c1ccc(C2=Nn3c(nnc3-c3ccncc3)SC2)cc1	-10.0	100.4	-10.0	95.5	98.1	-0.9	49	3.0	-7.0	4.0	-12.0
CCOC(=O)c1c(NC(=S)Nc2ccc(Cl)cc2)sc(C)c1C	-4.0	106.8	-9.0	104.4	104.6	-32.1	5	-4.0	3.0	0.0	-7.0
CCNc1nc(NCC)nc(Oc2ccc(N)cc2)n1	-5.0	100.7	-13.0	99.2	100.0	-24.5	25	-4.0	0.0	-1.0	-7.0
Cc1cc(-c2ccccc2)nc(N(C)NC(=O)c2c(F)cccc2F)c1S(C)(=O)=O	-18.0	100.5	-23.0	98.3	100.9	-5.6	27	-12.0	-8.0	-7.0	-12.0
Cc1nc([N+](=O)[O-])c(N2CCN(C)CC2)n1Cc1ccccc1	0.0	98.5	0.0	99.9	101.6	-11.5	29	0.0	-2.0	1.0	0.0
CCN(CC(=O)Nc1ccc(N2CCOCC2)cc1)CC(=O)NC(C)(C)C	-3.0	100.5	-5.0	99.3	99.0	-9.7	21	-5.0	-4.0	-2.0	-7.0
COc1ccc(/C=C2\NC(=O)C(C=NCc3ccccc3)=C2O)cc1	-1.0	101.8	-7.0	102.1	101.7	-26.7	10	-5.0	1.0	-1.0	-6.0
CC(=O)Nc1ccc(NC(=O)CSc2ccc(C)cc2)cc1	-1.0	105.8	-11.0	101.1	101.9	-10.2	6	-3.0	2.0	7.0	-2.0
Cc1ccc2c(CNCc3ccco3)cc(=O)oc2c1	-5.0	·	1.0	·	·	-14.7	20	-3.0	-3.0	-3.0	-2.0
O=C(Nc1ccc2c(c1)OCO2)c1cnccn1	-4.0	101.5	-1.0	98.6	102.1	-42.6	19	-1.0	-1.0	0.0	-2.0
CCCCCOc1ccccc1C(=O)NCCCC(=O)O	0.0	102.1	-10.0	100.8	104.1	-27.4	9	0.0	4.0	0.0	-2.0
O=C(CNC(=O)OCc1ccccc1)NC1CCCCCC1	1.0	96.5	-2.0	99.3	100.6	2.9	23	3.0	5.0	3.0	1.0
C=CCNC(=O)CN1CCC(O)(c2ccccc2)CC1	-5.0	103.0	-8.0	100.2	103.3	-10.2	43	-11.0	0.0	2.0	-3.0
O=C(CN1C(=O)C(c2ccc(F)cc2)=NC12CCCC2)Nc1ccc(F)cc1	-3.0	101.8	-4.0	?	99.3	-19.4	16	0.0	0.0	1.0	-2.0
COc1ccc(CNC(=O)C(C)c2ccc([N+](=O)[O-])cc2)cc1 (stereo not drawn)	-3.0	101.7	-5.0	105.2	102.3	-20.4	16	0.0	0.0	-1.0	0.0
Cc1ccc(NCCC(=O)c2cccc([N+](=O)[O-])c2)cc1	-9.0	101.5	-1.0	100.0	99.8	-17.4	33	-10.0	-8.0	-4.0	-10.0
COC(=O)/C=c1/s/c(=C(\C#N)C(=O)NCc2ccco2)n(-c2ccccc2)c1=O	0.0	101.8	-1.0	106.1	100.2	-45.9	11	-1.0	-1.0	1.0	-1.0
C=CCNC(=O)COC(=O)COc1ccc(Cl)cc1C	-13.0	108.2	-10.0	99.9	98.7	-49.1	42	-10.0	-58.0	4.0	-20.0
O=C(NCCCn1ccnc1)c1cc2nc(-c3ccc(Br)cc3)cc(C(F)(F)F)n2n1	3.0	101.6	0.0	103.2	108.4	-14.4	21	-5.0	0.0	-1.0	-2.0
c1ccc2c(CNc3ccc(CNc4ncn[nH]4)cc3)cccc2c1	16.0	78.1	0.0	90.2	88.9	-34.4	21	2.0	-2.0	0.0	0.0
CC(C)c1nc(N2CCOCC2)c(C#N)c2c1CCCC2	0.0	104.0	-8.0	101.5	99.4	8.7	18	-4.0	0.0	1.0	-4.0
Cn1c(=O)c2c(ncn2CC(=O)N2CCc3ccccc3C2)n(C)c1=O	0.0	103.8	-1.0	100.4	99.1	-41.6	15	0.0	0.0	0.0	0.0
Cc1cc(NC(=O)c2ccccc2F)n(-c2nc3ccccc3[nH]2)n1	0.0	99.4	-3.0	100.0	105.8	-20.3	17	-6.0	-2.0	-2.0	-4.0
CCc1ccc(/C=N/NC(=O)c2cc(-c3ccccc3OC)nc3ccccc23)s1	6.0	92.0	5.0	92.8	90.8	-22.7	4	0.0	-6.0	4.0	4.0

Complete entries from above. Order of screens: Bim-Bcl-2	RGS4-Gao reg	Bfl-1 Bim block	RGS7-Gao	RGS8-Gao reg	Mcl1-Bid inh	GSH fluor	Bim-Bcl-XL	Bim-Mcl-1	Bim-Bcl-W	Bim-Bcl-B
`CCNc1nc(NCC)nc(Oc2ccc(N)cc2)n1` reads -5.0	100.7	-13.0	99.2	100.0	-24.5	25	-4.0	0.0	-1.0	-7.0
`CCc1ccc(/C=N/NC(=O)c2cc(-c3ccccc3OC)nc3ccccc23)s1` reads 6.0	92.0	5.0	92.8	90.8	-22.7	4	0.0	-6.0	4.0	4.0

Later entries:
SMILES	Bim-Bcl-2	RGS4-Gao reg	Bfl-1 Bim block	RGS7-Gao	RGS8-Gao reg	Mcl1-Bid inh	GSH fluor	Bim-Bcl-XL	Bim-Mcl-1	Bim-Bcl-W	Bim-Bcl-B
CCOc1ccc(NC(=O)CCC(=O)NNC(=O)c2ccco2)cc1	0.0	106.0	-7.0	104.2	104.4	-11.7	24	-2.0	4.0	0.0	-1.0
Cc1ccc(C)c(OCCn2cc(/C=C(/C#N)C(=O)NCC3CCCO3)c3ccccc32)c1 (stereo not drawn)	-26.0	94.0	-3.0	92.6	97.3	-5.2	19	-11.0	-13.0	-7.0	-28.0
N#CCc1c(C#N)c(N)nc(N2CCN(C=O)CC2)c1C#N	-1.0	101.7	-2.0	?	100.2	-15.1	10	6.0	3.0	4.0	2.0
Clc1cccc(Oc2cnc3ccccc3n2)c1	-2.0	99.6	-1.0	99.2	99.9	-8.2	21	2.0	0.0	0.0	0.0
CCc1nnc(N/N=C/c2ccccc2F)n1N	12.0	93.9	7.0	95.0	97.1	-9.7	9	5.0	5.0	13.0	7.0
CC(C)c1ccc(NC2=NCC(=O)N2Cc2cccs2)cc1	-6.0	101.7	-4.0	101.7	104.2	-0.7	23	0.0	0.0	-2.0	0.0
O=C(N=Nc1c(O)[nH]c2ccc(Br)cc12)c1cc(-c2cccs2)nc2ccccc12	0.0	102.9	-2.0	?	103.0	75.2*	15	-1.0	-2.0	0.0	-3.0
Cc1cc(Cl)c(S(=O)(=O)Nc2ccc3c(c2)OCO3)cc1OCC(=O)NC1CCCCC1	-6.0	98.5	-13.0	98.5	99.4	-9.7	34	-7.0	0.0	-1.0	-9.0
C#CC[N+](CC)(CC)CC#Cc1cccc(Cl)c1	-1.0	101.0	-2.0	102.0	100.6	-18.2	15	-4.0	-1.0	-1.0	-3.0
Cn1c(=O)cc(SCC(=O)Nc2cccnc2)c2ccccc21	-1.0	93.1	0.0	99.8	93.2	0.4	27	0.0	-9.0	-1.0	-2.0
COc1ccc(-c2nc(C)c(C(C)=O)n2O)cc1OC	0.0	99.5	6.0	95.6	96.3	-28.2	7	-1.0	1.0	1.0	-11.0
CCOCc1nnc(NC(=O)c2cccs2)s1	0.0	102.4	0.0	98.8	100.3	-6.2	13	0.0	-4.0	0.0	3.0
O=C(NC1CCCC1)c1cnn2c(C(F)(F)F)cc(-c3ccc4c(c3)OCO4)nc12	8.0	90.7	11.0	90.2	97.1	7.2	27	-1.0	-2.0	-5.0	4.0
CCn1c(C(C)NC(C)=O)nc2ccccc21 (stereo not drawn)	1.0	97.5	-2.0	98.7	91.0	-9.0	20	0.0	-1.0	-3.0	-2.0

This is a random part of the collection; any-hit rate near 1.8%.
